BRCA1 expr up: qHTS Assay to Identify Small Molecule Activators of BRCA1 Expression; MCF7-BRCA1-FFLuc reporter, luminescence, 48 h; response scale: scaled: vehicle 0%, 10 µM genistein 100%; Potency, µM (highest dose often 46.1 µM), inactives show at the highest dose activation, usual class: activators; 380,000 tested, 1.1% active; further: potency means the concentration at half of the fitted maximal effect; nearly all actives have a fitted effect of over 80% in size; some results filed as inactive show a strong effect at the top dose
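First, MCF7-BRCA1-FFLuc cells (2000/well) attach for 2 h; next, compounds are pin-added and incubated 48 h at 37 °C; finally, luciferase reagent is added and luminescence read after 15 min.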
Eya2 phos inh: qHTS Assay for Inhibitors of the Phosphatase Activity of Eya2 | Protein phosphatase EYA2 (Homo sapiens), O00167 | recombinant Eya2, OMFP fluorescence dephosphorylation (OMFP is methylfluorescein phosphate) | Potency, µM (highest dose often 76.9 µM), for inactives: top-dose activity, negative = inhibition, hits mostly inhibitors | 330,000 tested, 0.006% active | AID 488837, 2010; further: potency means the concentration at half of the fitted maximal effect; on the % scale 0 is the no-effect control and ±100 the full control effect
Target sequence (O00167 whole entry, looked up): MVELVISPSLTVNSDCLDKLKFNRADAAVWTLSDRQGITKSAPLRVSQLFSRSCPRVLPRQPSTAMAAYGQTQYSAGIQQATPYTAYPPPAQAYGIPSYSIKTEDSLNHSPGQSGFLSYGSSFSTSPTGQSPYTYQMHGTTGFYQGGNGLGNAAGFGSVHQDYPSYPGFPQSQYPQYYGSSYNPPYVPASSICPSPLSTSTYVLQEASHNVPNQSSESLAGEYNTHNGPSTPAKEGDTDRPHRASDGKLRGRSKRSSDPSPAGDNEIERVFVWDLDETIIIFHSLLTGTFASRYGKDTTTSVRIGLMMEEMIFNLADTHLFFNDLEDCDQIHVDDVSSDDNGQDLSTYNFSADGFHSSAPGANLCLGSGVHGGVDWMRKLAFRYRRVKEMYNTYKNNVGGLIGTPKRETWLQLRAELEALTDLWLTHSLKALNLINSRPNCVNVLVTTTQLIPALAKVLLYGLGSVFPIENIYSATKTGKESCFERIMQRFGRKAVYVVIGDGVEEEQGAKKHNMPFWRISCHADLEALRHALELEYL
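Eya2 protein (added as 0.2 uM solution) was preincubated with compound for 10 min at ambient temperature in 50 mM HEPES pH 7.5, 50 mM NaCl, 5 uM MgCl2, 0.05% BSA, 1 mM DTT. OMFP (added at 50 uM) then reacted 10 min; fluorescence read at 485/525 nm.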
ELG1 genotox: qHTS screen for small molecules that induce genotoxicity in human embryonic kidney (HEK293T) cells expressing luciferase-tagged ELG1; HEK293T ELG1-luciferase reporter, luminescence, 16 h; Potency, µM (doses to about 46 µM), for the others: at the top dose activity change, positive = activation, most hits filed as activators; 330,000 tested, 1.3% active; AID 504466, 2011; further: potency means the concentration at half of the fitted maximal effect; % of control where 0% means no effect; nearly all actives have a fitted effect of over 60% in size
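Quantitative HTS format in 1536-well plates. HEK293T ELG1-luciferase reporter cells receive test compound and are incubated 16 hr at 37 °C, 5% CO2; ONE-Glo added, 30 min room temperature, then luminescence read.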
a7 integrin act: qHTS for Activators of Integrin-Mediated Alleviation for Muscular Dystrophy; alpha7betagal myoblasts, beta-gal FDG fluorescence, 48 h; Potency, µM (highest dose often 38.3 µM), without a hit: top-dose activation, hits mostly activators; 350,000 tested, 0.064% active; AID 624291, 2012;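 further: potency means the concentration at half of the fitted maximal effect; 100% = response of the positive control SU9516; nearly all actives have a fitted effect of over 60% in size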
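Alpha7betagal+/- myoblasts (passage 13) were plated 16-24 hr, then exposed to compounds (1:260 dilution of DMSO stock) for 48 hours at 37C. After MPER lysis, β-galactosidase reporter activity was read as FDG fluorescence (ex 480/em 540) after 30 minutes.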
uPA surface inh: qHTS for Inhibitors of Cell Surface uPA Generation; cell surface uPA generation assay, qHTS; Potency, µM (titrated, usually from 38.3 µM), for the others: at the highest dose activity change, negative = inhibition, usual class: inhibitors; 330,000 tested, 0.31% active; active means well fitted inhibition curve with a large enough effect; inconclusive means small, poorly fitted or top-dose-only effect; inactive means no such curve, though single readings can be large or run the other way; tested in mouse RAW 264.7 cells; further: potency means the concentration at half of the fitted maximal effect; on the % scale 0 is the no-effect control and ±100 the full control effect; nearly all actives have a fitted effect of over 55% in size
p53 reactivator: qHTS assay for re-activators of p53 using a Luc reporter; AID 504706, 2011; 320,000 tested, 0.063% active; H1299 p53-A138V BP100-luciferase reporter, luminescence, 24 h; Potency, µM (titrated, usually from 92.2 µM), for inactives: at the highest dose activity change, positive = activation, most hits filed as activators; further: potency means the concentration at half of the fitted maximal effect; % of control where 0% means no effect; nearly all actives have a fitted effect of over 45% in size
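H1299 (p53-null), stable ts p53-A138V + BP100-Luc; 1000 cells/well, Opti-MEM/10% FBS; cpd 4 pt, 1:5; 24 h, 37 deg C, 5% CO2; detection reagent 10 min RT; luminescence.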
PTAP TSG101 blk: qHTS Assay for Iinhibitors of HIV-1 Budding by Blocking the Interaction of PTAP/TSG101 | Tumor susceptibility gene 101 protein (Homo sapiens), Q99816 | Fluorescence polarization, FITC-PTAP peptide / Tsg101 binding | Potency, µM (highest dose often 115 µM), for the others: at the highest dose activity change, negative = inhibition, hits mostly inhibitors | 340,000 tested, under 10 active; active means well fitted inhibition curve with a large enough effect in the main read-out, with a control signal flat, not every such curve was filed as active; inconclusive means small, poorly fitted or top-dose-only effect, or effect the other way, or a change in a side signal; inactive means no such curve, though single readings can be large or run the other way; further: potency means the concentration at half of the fitted maximal effect; % of control where 0% means no effect
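Steps: Tsg101 binding domain dispensed (10 uM final), compounds pinned in DMSO, FITC-labeled PTAP-motif peptide added (50 nM final); after 20 min binding at room temperature, polarization measured.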
ASM inhibitor: Inhibitors of Secretory Acid Sphingomyelinase (S-ASM): qHTS; placental ASM, HMU-PC fluorogenic substrate, 60 min; 340,000 tested, 0.006% active; Sphingomyelin phosphodiesterase (Homo sapiens), P17405; Potency, µM (series often up to 57.5 µM), for the others: top-dose activity change, negative = inhibition, usual class: inhibitors; further: potency means the concentration at half of the fitted maximal effect
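qHTS format. ASM enzyme prepared from human placenta hydrolyses the fluorogenic substrate HMU-PC0 (9 uM final) over 60 min at 37 °C after a 10 min compound preincubation.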
USP2a inh: qHTS Assay for Inhibitors of Ubiquitin-specific Protease USP2a Using CHOP2 as the Reporter; Ubiquitin carboxyl-terminal hydrolase 2 (Homo sapiens), O75604; USP2 core, Ub-CHOP2 coupled fluorogenic reporter, 485/531; Potency, µM (series often up to 38.3 µM), inactives show at the top dose activity change, negative = inhibition, actives largely listed as inhibitors; 330,000 tested, 0.01% active;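 further: potency means the concentration at half of the fitted maximal effect; plate controls were DMSO wells for no effect and full inhibition by NEM control for full effect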
Target sequence (O75604 whole entry, looked up): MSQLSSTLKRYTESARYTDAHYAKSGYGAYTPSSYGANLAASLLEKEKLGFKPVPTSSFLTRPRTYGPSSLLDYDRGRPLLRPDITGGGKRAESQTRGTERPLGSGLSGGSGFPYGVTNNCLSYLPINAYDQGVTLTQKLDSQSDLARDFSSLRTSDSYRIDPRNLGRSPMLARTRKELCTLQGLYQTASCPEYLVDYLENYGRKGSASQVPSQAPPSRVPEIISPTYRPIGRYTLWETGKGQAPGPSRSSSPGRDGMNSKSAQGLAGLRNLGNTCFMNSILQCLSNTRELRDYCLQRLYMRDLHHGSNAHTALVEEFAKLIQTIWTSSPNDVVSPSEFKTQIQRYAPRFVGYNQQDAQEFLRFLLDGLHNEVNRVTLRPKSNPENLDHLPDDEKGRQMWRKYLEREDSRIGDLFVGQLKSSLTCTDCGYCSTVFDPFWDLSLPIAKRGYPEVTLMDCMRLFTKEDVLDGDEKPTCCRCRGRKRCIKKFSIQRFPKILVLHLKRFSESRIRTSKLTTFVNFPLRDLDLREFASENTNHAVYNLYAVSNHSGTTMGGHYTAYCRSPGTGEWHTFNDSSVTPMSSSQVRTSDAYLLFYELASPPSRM
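Cell-free coupled assay: 10nM USP2 core preincubated 30min RT with compound in Tris-HCl pH 8.0/CaCl2/CHAPS buffer, then 25nM Ub-CHOP2 and 25nM reporter substrate; fluorescence (Ex 485/Em 531) read after 60min RT, normalized to NEM inhibition, concentration-response curves fitted.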
TRPV1 ag: HTS Assay for Compounds that Act as Agonists of the Vanilloid Receptor 1; Transient receptor potential cation channel subfamily V member 1 (Homo sapiens), Q8NER1; TRPV1-expressing cells, Fluo-8 calcium influx, agonist mode; activation, % at 8.33 µM; 320,000 tested, 0.19% active; AID 540275, 2011; in the data active means activation above about 80%; inconclusive means between about 30% and that limit; further: 0% is about no effect
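Cells expressing TRPV1 were dye-loaded with Fluo-8 and read kinetically: 10 s baseline, 3 min after compound (agonist portion), then 2 min after EC20 capsaicin (allosteric enhancer portion). Calcium-bound dye fluorescence at 480/520 nm.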
B2AR arrestin: qHTS assay of beta-arrestin-biased ligands of beta2-adrenergic receptor; beta-arrestin recruitment to beta2AR, cell-based reporter; Potency, µM (doses to about 46.1 µM), without a hit: at the top dose activation, usual class: activators; 330,000 tested, 0.02% active; AID 492947, 2010;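 further: potency means the concentration at half of the fitted maximal effect; 0% = DMSO controls and full agonism = EC100 isoproterenol or metaproterenol; nearly all actives have a fitted effect of over 65% in size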
Numbers without * were called inactive; u = inconclusive; x = no result given; & = joins results of further samples; [ ] = dose if it differs, or a comment. Unless noted, the call rests on the fitted dose curve; in most records, active means well fitted curve in the direction sought with a large enough effect; inconclusive means small, poorly fitted or top-dose-only effect, or another doubt; inactive means no such curve, though single readings can be large; an effect the other way counts as inactive or inconclusive.

Each structure is followed by: BRCA1 expr up | Eya2 phos inh | ELG1 genotox | a7 integrin act | uPA surface inh | p53 reactivator | PTAP TSG101 blk | ASM inhibitor | USP2a inh | TRPV1 ag | B2AR arrestin
- CN(C)CCN(C(=O)c1ccc2ccccc2c1)c1nc2ccc(Br)cc2s1
→ 2% | 2% | -1% | 8% | -4% | 27% | -2% | 1% | 1% | 0 | -0.3%
- CCc1ccc(NC(=O)Cn2nnc(C(=O)NCc3cccs3)c2N)cc1
→ 0% | 1% | u | -15% | 5% | 0% | -1% | -3% | 6% | -4 | -0.3%
- CC(=O)Nc1ccc(NC(=O)C(C)OC(=O)C23CC4CC(CC(Cl)(C4)C2)C3)cc1 (stereo not given)
→ -22% | -9% | 0% | -35% | 5% | 3% | 1% | 28% | 0% | x | -0.1%
- COc1ccc(C2CCCN2C(=O)Nc2ccccc2)cc1OC (stereo not given)
→ -2% | 16% | 2% | 17% | -7% | -4% | -1% | 1% | 0% | 18 | -1.0%
- Cc1nc2c(=O)oc3ccccc3c2n1-c1ccccc1
→ -14% | 14% | 0% | 5% | -4% | -7% | -5% | 0% | 0% | 2 | 0.0%
- Cc1cccc(NC(=O)c2ccc(OCc3c(C)noc3C)cc2)n1
→ -4% | 20% | -1% | -17% | -9% | -3% | -4% | -1% | 1% | u | 0.2%
- CCN(Cc1ccccc1)C(c1ccccn1)c1nnnn1C1CCCCC1 (stereo not given)
→ -41% | -5% | -5% | -22% | -1% | -5% | -4% | 0% | -4% | u | -0.4%
- CN(C)S(=O)(=O)c1ccc2nnn(O)c2c1
→ -2% | 8% | 0% | 22% | 6% | 2% | 2% | 5% | 11% | 0 | -0.2%
- CCOc1c(Cl)cc(C(=O)Nc2ccccc2C(=O)O)cc1Cl
→ 1%[1.84 µM] | 27% | 1% | 16% | -2% | 25% | -12% | 0% | -5% | 2 | 0.2%
- COc1ccc(CCNC(=O)C(=O)NCC2CCCO2)cc1 (stereo not given)
→ 9% | 0% | 2% | 16% | -3% | 5% | 19% | 5% | 1% | -4 | 2.2%

One compound at a time, as listed above. Order of values: BRCA1 expr up	Eya2 phos inh	ELG1 genotox	a7 integrin act	uPA surface inh	p53 reactivator	PTAP TSG101 blk	ASM inhibitor	USP2a inh	TRPV1 ag	B2AR arrestin
CCc1ccc(NC(=O)Cn2nnc(C(=O)NCc3cccs3)c2N)cc1 as listed: 0%	1%	u	-15%	5%	0%	-1%	-3%	6%	-4	-0.3%
CCOc1c(Cl)cc(C(=O)Nc2ccccc2C(=O)O)cc1Cl as listed: 1%[1.84 µM]	27%	1%	16%	-2%	25%	-12%	0%	-5%	2	0.2%
CCN(Cc1ccccc1)C(c1ccccn1)c1nnnn1C1CCCCC1 (stereo not given) as listed: -41%	-5%	-5%	-22%	-1%	-5%	-4%	0%	-4%	u	-0.4%

Following part.
Each structure is followed by: BRCA1 expr up | Eya2 phos inh | ELG1 genotox | a7 integrin act | uPA surface inh | p53 reactivator | PTAP TSG101 blk | ASM inhibitor | USP2a inh | TRPV1 ag | B2AR arrestin
- CCOC(=O)c1c(C)[nH]c(C(=O)OCC(=O)Nc2ccc(Cl)cn2)c1C
→ 0% | -3% | 7% | 26% | 0% | 3% | -1% | -2% | 3% | 3 | 0.0%
- CCCCN1C=CC(=C2N=c3cccc([N+](=O)[O-])c3=N2)C=C1
→ 4% | -3% | u | 11% | 1% | 23% | -1% | -7% | 0% | 4 | -4.3%
- O=C(CNC(=O)COc1ccccc1)NCc1cccnc1
→ 7% | 4% | 0% | 5% | 1% | -6% | -6% | -19% | 0% | 2 | 0.0%
- CCN1CCN(C(=O)C2CCN(S(=O)(=O)N3CCC4(CC3)OCCO4)CC2)CC1
→ 0% | 4% | 0% | 3% | -4% | -5% | -4% | 2% | 3% | 2 | 0.4%
- CCCCCCCn1c(NC(=O)CC)nc2ccccc21
→ -49% | u | 29% | -69%[inhibitor] | 1% | 15% | -2% | 1% | -3% | u | -0.9%
- CC1CCCN(C(=O)C2CC(=O)N(c3ccc(Cl)cc3)C2)C1 (stereo not given)
→ 2% | 11% | -2% | -21% | 5% | 8% | -2% | -14% | 2% | 9 | 0.6%
- CC1CCCCC1NC(=O)C1CCN(S(=O)(=O)N2CCC3(CC2)OCCO3)CC1 (stereo not given)
→ -17% | 3% | -1% | 0% | 2% | -4% | -12% | 0% | 6% | -1 | -0.4%
- CCN(CC(=O)NCc1ccc(F)cc1)C(=O)CN1CCN(c2ccc(OC)cc2)CC1
→ 0% | 4% | -4% | -33% | 6% | -1% | 1% | -3% | -2% | 2 | -0.3%
- Cc1ccn2c(=O)nc(SCC(=O)OCc3ccccc3)nc2c1
→ 1% | 11% | 2% | -11% | 2% | 5% | -12% | 2% | -15% | 2 | 4.7%
- O=C(CN(CC1CCCO1)C(=O)CNS(=O)(=O)c1ccccc1)NCc1ccco1 (stereo not given)
→ 5% | -9% | -1% | 0% | 2% | -2% | 0% | -1% | 2% | -4 | -0.9%
- CCOC(=O)N1CCC(N(CCOC)C(=O)Nc2ccc(Cl)c(Cl)c2)CC1
→ -31% | 0% | -7% | 3% | 3% | -6% | -15% | -2% | 2% | -2 | -0.1%
- CCc1nn(C(C)C(=O)NCc2cccc(Cl)c2)c(=O)c2cc3occc3n12 (stereo not given)
→ -1% | -4% | 2% | 29% | -27% | -2% | -9% | -4% | 3% | 1 | -0.3%
- O=[N+]([O-])c1ccc(NC(=S)NCC(c2cccnc2)N2CCOCC2)cc1 (stereo not given)
→ 1% | -6% | 0% | -17% | -3% | 6% | 0% | -4% | -1% | -1 | -0.1%
- COc1ccc(/C=N/NC(=O)c2ccncc2)cc1COc1ccc(NC(C)=O)cc1
→ -43% | 5% | -1% | -25% | -9% | 0% | -3% | 2% | -1% | x | -0.4%
- CSCCC(NS(=O)(=O)c1cccs1)C(=O)NCc1ccc(C)cc1 (stereo not given)
→ 2% | 3% | -6% | 12% | 2% | 4% | 1% | -1% | -1% | 0 | -0.9%
- CCn1c(/C=C/c2ccc([N+](=O)[O-])o2)nc2ccccc2c1=O
→ -108%[inhibitor] | 22% | -15% | -68%[inhibitor] | -3% | -16% | u | -6% | 1% | 17 | -1.2%
- Clc1ccc(OCc2nn3c(-c4ccco4)nnc3s2)cc1
→ -3% | -7% | 1% | -2% | 1% | -3% | -6% | -7% | 1% | 2 | 0.4%
- CCN(CC)C(=O)N1CCc2ccccc21
→ 5% | 3% | 4% | 17% | 5% | 7% | -6% | 5% | 2% | -5 | -0.3%
- Cc1cc(-c2ccc(C(C)C)c(S(=O)(=O)N3CCC(C)CC3)c2)on1
→ -55% | 6% | -6% | -49%[inhibitor] | 10% | -1% | 2% | -1% | -4% | u | -0.5%
- COc1cc(OC)cc(C(=O)NNS(=O)(=O)c2ccc(F)cc2)c1
→ -44% | -10% | 0% | 17% | -18% | x | -7% | -4% | -1% | -6 | -0.2%
- O=C(Cc1ccc(Cl)cc1)Nc1cc(Cl)ccn1
→ 7.1µM* | x | x | 19% | -4% | x | -3% | -3% | x | x | x
- Cn1nc(C(=O)NCc2cccs2)c2ccccc2c1=O
→ -35% | 0% | 17% | 12% | 0% | -6% | 0% | -2% | 0% | 0 | 0.0%
- O=C(COC(=O)COc1ccccc1)Nc1ccccc1OC(F)F
→ 4% | 6% | 0% | 29% | 2% | 4% | -1% | 4% | -3% | 22 | -0.5%
- O=C(OCc1ccccn1)c1ccc(COc2ccccc2Cl)o1
→ 49% | -4% | 2% | -23% | 4% | 2% | -4% | -1% | -2% | u | -0.4%
- NS(=O)(=O)c1ccc(-n2ncc3c(=O)[nH]c(SCC(=O)Nc4nccs4)nc32)cc1
→ -4% | 6% | 1% | 8% | 3% | -4% | -9% | 0% | 4% | -2 | 3.2%
- O=C(NCCS(=O)(=O)N1CCN(c2ccccc2)CC1)C1CC(=O)N(c2ccc(F)cc2)C1 (stereo not given)
→ 0%&8% | -7% | 0%[9.26 µM] | 13% | 0% | -5% | 1% | 1% | 2% | -3 | 0.2%

High-throughput results (PubChem)
